PME-1 Maybridge: PME-1 (human) inhibition, Maybridge primary screen; Q9Y570; recombinant PME-1, FP-Rh probe fluorescence polarization; inhibition, % at 9 µM; 0.5% of 16,000 active; AID 2291; in the data active = inhibition above about 30%
TLR4-MyD88 inh: inhibitors of human TLR4-MyD88 binding | 0.06% of 16,000 active | AID 811 | Cell-based TLR4-MyD88 binding inhibition assay | inhibition, % at 10 µM | O00206; in the data active = inhibition above about 45%
Nox1 inhibitor: inhibitors of human NADPH oxidase 1 (Nox1) | Q9Y5S8 | HT29 cells, luminol chemiluminescence ROS | inhibition, % at 6.7 µM | 0.81% of 16,000 active
KOR antag MB: blocks the human kappa opioid receptor, Maybridge compounds. P41145. inhibition, % at 9 µM. 0.4% of 16,000 active. OPRK1 cells, antagonist mode, fluorescence readout; in the data active = inhibition above about 50%
NOTCH agonist: NOTCH pathway agonism. 0.4% of 15,000 active. NOTCH signaling luciferase reporter cells, luminescence. activation, % at 2.5 µM; in the data active = activation above about 2.2%
rat GALR2 ag: activates the rat galanin receptor 2; O08726; cell-based GALR2 agonist screen; activation, % at 10 µM; 0.5% of 16,000 active; AID 833; in the data active = activation above about 15%
Target sequence (O08726 whole entry, looked up): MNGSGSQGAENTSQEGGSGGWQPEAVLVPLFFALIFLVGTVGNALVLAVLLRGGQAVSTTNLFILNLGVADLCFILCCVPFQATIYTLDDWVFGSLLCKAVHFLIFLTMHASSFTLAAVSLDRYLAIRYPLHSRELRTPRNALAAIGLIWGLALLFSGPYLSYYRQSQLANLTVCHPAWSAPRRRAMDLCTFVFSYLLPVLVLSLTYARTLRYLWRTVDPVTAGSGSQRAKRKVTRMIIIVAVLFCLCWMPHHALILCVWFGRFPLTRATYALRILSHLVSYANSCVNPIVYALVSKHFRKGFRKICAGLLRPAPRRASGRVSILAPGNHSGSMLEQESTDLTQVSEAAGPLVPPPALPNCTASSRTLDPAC
luminol inh ctr: counter-screen for Nox1 inhibitors: inhibitors of luminol chemiluminescence; HRP/luminol/H2O2 chemiluminescence counterscreen; inhibition, % at 6.7 µM; 0.4% of 16,000 active; also: reference of the scale not given here
S1P1 agonist: S1P1 (human) receptor agonism; S1P1 agonist cell-based reporter assay; activation, % at 4.5 µM; 1.5% of 16,000 active; AID 1044; in the data active = activation above about 80%
Target sequence (P21453 whole entry, looked up): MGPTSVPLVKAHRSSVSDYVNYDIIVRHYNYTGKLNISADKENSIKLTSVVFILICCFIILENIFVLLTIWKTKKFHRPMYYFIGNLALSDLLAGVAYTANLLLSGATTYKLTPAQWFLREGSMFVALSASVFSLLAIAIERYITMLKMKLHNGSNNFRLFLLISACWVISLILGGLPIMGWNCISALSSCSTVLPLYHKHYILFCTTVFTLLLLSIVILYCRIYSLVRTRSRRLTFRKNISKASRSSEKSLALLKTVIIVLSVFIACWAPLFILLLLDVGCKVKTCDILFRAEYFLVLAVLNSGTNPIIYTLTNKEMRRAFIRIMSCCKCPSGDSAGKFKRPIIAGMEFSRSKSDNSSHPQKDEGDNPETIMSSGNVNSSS
Active calls of the source: *; / = no result given. Rule as the data show it, unless noted: active = inhibition above about 75%; inactive = the rest. A portion of the library; rates above refer to the full screens.

SMILES | PME-1 Maybridge | TLR4-MyD88 inh | Nox1 inhibitor | KOR antag MB | NOTCH agonist | rat GALR2 ag | luminol inh ctr | S1P1 agonist
COc1c(Cl)cc(Cl)c(OC)c1C(=O)Nc1cccc(OC(C)C)c1 | 0.2 | -2.6 | -22.1 | -5.7 | -0.5 | -6.8 | -1.3 | 12.3
COc1ccc(CC(=O)Nc2ccc(S(N)(=O)=O)cc2)cc1OC | -4.8 | 4.6 | -68.3 | 14.4 | -0.6 | -1.5 | 2.4 | 5.7
COc1ccc(N=CC2=C(Cl)c3cc(F)ccc3OC2)cc1 | -9.4 | 3.1 | -30.8 | 15.8 | -0.9 | -10.8 | -2.4 | 8.3
Cc1ccc(N/C=C(\C#N)C(=O)c2cc(C(C)(C)C)on2)cc1 | 7.1 | -6.5 | 28.8 | 31.8 | -0.7 | -5.7 | -5.8 | -13.7
CC(=O)Nc1ccc(S(=O)(=O)N2CCCCC2)cc1Cl | 10.0 | 2.2 | 18.9 | -1.3 | 0.9 | 0.2 | -5.3 | -12.7
Cc1nc(N)nc2c1CSCC2 | -0.6 | -7.9 | -43.2 | -2.6 | -0.3 | -2.2 | -2.2 | -3.0
Cc1nc(C(F)(F)F)ccc1C(=O)NN | 6.1 | -1.7 | 10.8 | 11.7 | 0.0 | -4.7 | 0.5 | -10.1
C(=C\c1ccccc1)/CSc1ccccn1 | -2.8 | 6.1 | -24.3 | 1.6 | -0.1 | -4.8 | 1.1 | -5.2
Cc1csc(-c2ccc(-c3csnn3)cc2)n1 | -2.3 | 1.9 | -59.7 | 13.0 | -1.0 | -6.9 | 2.5 | 25.4
COc1cc2c(cc1OC)C(C)N(C(=O)c1ccccc1)CC2 (centres undefined) | 3.3 | 3.2 | -38.5 | -26.2 | -0.1 | -5.3 | -2.7 | 7.1
Cc1nnsc1C(=O)NN(C)c1cnc2ccccc2n1 | -6.0 | 27.7 | -59.7 | 3.9 | 0.1 | -5.5 | 1.0 | 5.5
Cn1c2ccccc2n2c(=O)cc(-c3ccccc3)c(C#N)c12 | -4.3 | -9.0 | -38.9 | -2.9 | 0.0 | 0.0 | 2.8 | -22.8
CCOC(=O)c1nn(-c2ccccc2Cl)cc(Sc2nnc(C(F)(F)F)n2C)c1=O | -0.6 | 1.9 | -31.3 | 5.7 | -0.1 | -3.3 | -1.4 | 1.0
Cc1nc(-c2nnc(SCC(=O)c3ccc(Cl)cc3)o2)cs1 | 1.3 | -1.4 | 11.1 | 7.1 | -0.3 | -1.0 | 41.0 | 0.7
CCOC(=O)Cn1c(-c2cccs2)nc(-c2ccccc2)c1-c1ccccc1 | 1.0 | -8.8 | -27.2 | 5.3 | -0.6 | -9.7 | -5.2 | -16.3
N#CC(Cc1ccccc1)Sc1ccccc1 (centres undefined) | 3.2 | 5.8 | -27.0 | -2.6 | -1.0 | -5.3 | -3.4 | 0.4
COc1ccc(-c2[nH]ncc2/C=C(\C#N)S(C)(=O)=O)cc1 | 3.2 | 5.0 | 2.7 | 6.0 | -0.1 | -0.9 | -3.2 | 7.3
O=C1NC(C(F)(F)F)(C(F)(F)F)N=C2SCCN12 | 4.2 | -0.9 | -10.5 | -8.1 | -0.6 | -6.0 | -7.4 | -1.4
CC(=O)NC(=O)/C(C#N)=C/N1CCOCC1 | -0.5 | -1.3 | -72.4 | 15.6 | -0.5 | -5.2 | 1.5 | -13.4
Cc1c(Cc2ccc(F)cc2)c(=O)oc2cc(OS(=O)(=O)c3cccc(Cl)c3)ccc12 | -3.2 | -3.7 | 4.5 | -24.8 | -0.6 | -8.1 | -3.9 | 1.3
CCOc1c(N2CCCCC2)c(=O)c1=O | -0.5 | -7.4 | -54.7 | 13.6 | -0.1 | 24.1* | 0.9 | -5.0
COc1ccc(C(=O)Nn2c(C)cc(=O)cc2C)cc1 | 0.7 | -0.5 | -56.5 | -5.0 | 0.0 | -8.1 | 2.1 | 6.8
O=[N+]([O-])c1cccnc1NCc1ccccn1 | 2.2 | 4.3 | -5.4 | 16.4 | -0.7 | -5.2 | -0.2 | -0.9
CC1(O)C2CC3CC(C2)CC1C3 (centres undefined) | 1.3 | -3.5 | -50.3 | -11.1 | -0.8 | -1.5 | 0.5 | -4.2
Cc1nn(-c2ccccc2)cc1/C=N/NC(=O)Cc1ccccc1 | 5.1 | 7.2 | 10.6 | -11.6 | -0.6 | -4.0 | -7.3 | 8.0
Continued.
SMILES | PME-1 Maybridge | TLR4-MyD88 inh | Nox1 inhibitor | KOR antag MB | NOTCH agonist | rat GALR2 ag | luminol inh ctr | S1P1 agonist
Cn1cccc1C(=O)N/N=C(\N)CSc1ccc(Cl)cc1 | 10.4 | -8.9 | 16.4 | -19.5 | 0.9 | -4.7 | 1.7 | -8.5
O=C(CSc1nnc(SCC(=O)c2cccc([N+](=O)[O-])c2)s1)c1cccc([N+](=O)[O-])c1 | 4.0 | 3.6 | 17.6 | -9.5 | -0.1 | -9.2 | 92.2* | 26.5
O=S(=O)(NCc1csc2ccc(Cl)cc12)c1ccc(C(F)(F)F)cc1 | -6.1 | 5.3 | 7.1 | -1.7 | -0.4 | 9.3 | -4.6 | -4.9
O=C(CCC(=O)c1ccccc1)OCc1ccccc1 | 1.7 | 3.7 | -79.1 | 18.4 | -0.4 | -4.3 | 1.7 | 3.5
O=C(O)CCCc1nc(-c2cnc3n(c2=O)CCS3)no1 | 1.6 | -2.6 | 5.6 | 2.4 | -0.3 | -4.6 | -0.8 | 6.3
Clc1ccc(-c2noc(CN3CCCC3)n2)cc1 | -2.9 | 2.5 | -28.4 | 1.0 | 0.2 | -6.0 | 2.6 | 5.5
O=C(c1ccc2c(c1)OCCO2)c1sc(Nc2ccccc2)nc1-c1ccccc1 | -24.1 | 7.0 | 21.1 | 40.4 | 0.3 | 3.6 | -8.5 | 28.3
O=C(NO)c1ncc(C(F)(F)F)cc1Cl | 6.9 | -3.2 | 25.7 | 11.4 | -0.4 | -3.6 | 22.2 | -3.3
COc1cc2ncnc(SCC(=O)NNC(=O)C(C)C)c2cc1OC | 1.4 | 4.4 | -22.4 | 7.1 | 0.2 | -7.2 | -1.7 | -2.9
CC1=C(C)CC(C(=O)O)C(C(=O)O)C1 (centres undefined) | -3.0 | -1.3 | -15.5 | 2.4 | -0.6 | -7.0 | -1.3 | 0.0
CCCc1cnc(N2CCN(C(=O)c3cc(C)on3)CC2)nc1 | -2.3 | 4.9 | -56.8 | -5.4 | 0.1 | -5.3 | 1.4 | 2.3
Clc1ccc(NCc2cccnc2)c(Cl)c1 | 3.1 | -2.7 | -21.9 | 3.3 | -0.2 | -3.0 | 1.2 | 0.9
N=C(N)SC1CS(=O)(=O)CC1O (centres undefined) | 1.3 | 6.1 | -104.8 | -7.2 | -0.1 | -2.4 | -1.9 | -10.9
CCC(=O)c1ccc(OC)cc1OC | 2.0 | 7.9 | 8.1 | 3.6 | 0.0 | -0.9 | -2.6 | -4.3
N#Cc1c(F)cccc1NCCc1ccccn1 | -1.5 | 3.0 | -60.6 | -1.6 | -0.8 | -5.9 | 2.7 | -0.1
NC(=O)c1nnc2ccc(Cl)cc2c1N | -0.9 | 0.4 | -48.0 | -0.4 | 0.0 | 0.6 | 2.0 | -12.3
CCOC(=O)Cc1csc(COc2ccc(C3SCCS3)cc2)n1 | -12.0 | 0.5 | -31.6 | 6.9 | -0.6 | -10.3 | 0.8 | 1.5
Cc1cc(C(F)(F)F)nc2c(Br)c(C(C)(C)C)nn12 | 6.8 | 0.6 | 35.4 | 9.3 | -0.7 | -4.4 | -4.1 | 20.8
COC(=O)c1sccc1NC(=O)c1cccs1 | 0.7 | 5.4 | -50.4 | 4.7 | 0.3 | -1.7 | 1.5 | 24.8
CC(=O)Nc1cc(=O)oc2ccc(NC(=O)c3ccc(F)cc3)cc12 | -3.7 | 4.9 | -21.3 | -4.7 | -0.3 | -3.9 | 3.0 | -3.0
O=[N+]([O-])c1ccc(-n2ccc3ccccc32)cc1 | 3.5 | -2.4 | 10.5 | -10.0 | -0.2 | -10.1 | -3.1 | -2.2
COc1ccc(C(=O)NNC(=O)c2ccc(-n3c(C)ccc3C)cc2)cc1OC | -4.6 | 0.6 | -11.4 | 2.3 | -0.2 | -4.0 | 0.6 | 0.2
O=S(=O)(Cc1nc(-c2ccc(Cl)cc2)cs1)c1cccs1 | 4.5 | 1.5 | -26.5 | -1.3 | 0.0 | -5.1 | 3.8 | -12.5
COC(=O)c1ccsc1NC(=O)C1CCCCC1 | 6.5 | / | -2.2 | -12.9 | 0.6 | -6.7 | -4.7 | 9.7
O=C(Nc1ccccc1)Nc1nc(-c2ccc(F)c(F)c2)cs1 | -12.1 | -1.1 | -14.8 | 0.4 | -0.8 | 5.0 | 1.9 | -7.9

Profiles, looked up by structure. Order of values: PME-1 Maybridge | TLR4-MyD88 inh | Nox1 inhibitor | KOR antag MB | NOTCH agonist | rat GALR2 ag | luminol inh ctr | S1P1 agonist
COC(=O)c1sccc1NC(=O)c1cccs1 is listed as 0.7 | 5.4 | -50.4 | 4.7 | 0.3 | -1.7 | 1.5 | 24.8
Cc1cc(C(F)(F)F)nc2c(Br)c(C(C)(C)C)nn12 is listed as 6.8 | 0.6 | 35.4 | 9.3 | -0.7 | -4.4 | -4.1 | 20.8
N=C(N)SC1CS(=O)(=O)CC1O (centres undefined) is listed as 1.3 | 6.1 | -104.8 | -7.2 | -0.1 | -2.4 | -1.9 | -10.9
Clc1ccc(-c2noc(CN3CCCC3)n2)cc1 is listed as -2.9 | 2.5 | -28.4 | 1.0 | 0.2 | -6.0 | 2.6 | 5.5
O=C(O)CCCc1nc(-c2cnc3n(c2=O)CCS3)no1 is listed as 1.6 | -2.6 | 5.6 | 2.4 | -0.3 | -4.6 | -0.8 | 6.3

A portion from the list above:
SMILES | PME-1 Maybridge | TLR4-MyD88 inh | Nox1 inhibitor | KOR antag MB | NOTCH agonist | rat GALR2 ag | luminol inh ctr | S1P1 agonist
N#Cc1c(F)cccc1NCCc1ccccn1 | -1.5 | 3.0 | -60.6 | -1.6 | -0.8 | -5.9 | 2.7 | -0.1
NC(=O)c1nnc2ccc(Cl)cc2c1N | -0.9 | 0.4 | -48.0 | -0.4 | 0.0 | 0.6 | 2.0 | -12.3

Further entries:
SMILES | PME-1 Maybridge | TLR4-MyD88 inh | Nox1 inhibitor | KOR antag MB | NOTCH agonist | rat GALR2 ag | luminol inh ctr | S1P1 agonist
Cc1cc(NC(=O)c2cc(C)oc2C)n(C)n1 | 2.2 | 2.7 | -27.3 | 16.4 | 0.0 | -5.2 | 0.4 | 0.5
O=C(O)CNC(=O)CCCCC(=O)NCC(=O)O | 2.2 | -0.7 | 27.0 | 5.3 | -0.5 | -1.1 | -5.2 | 0.3
O=S(=O)(CCSc1ccccc1NS(=O)(=O)c1cccs1)c1ccc(Cl)cc1 | 20.1 | 14.8 | -36.1 | -16.4 | -0.4 | -5.4 | 1.9 | 22.0
O=C(O)COCC(=O)Nc1ccc(Oc2c(Cl)cccc2Cl)nc1 | -4.5 | 0.2 | -17.4 | -9.4 | 0.5 | -5.7 | 1.8 | 9.1
COc1ccc(NS(=O)(=O)c2c(C)noc2C)c(OC)n1 | 0.9 | 1.5 | -26.7 | 1.5 | -0.4 | -3.2 | -1.6 | -8.1
COc1ccc(-c2csc(-c3cc(C)on3)n2)cc1 | 9.4 | 7.0 | -63.3 | 8.3 | -1.0 | -4.7 | 3.5 | -6.6
CCCSc1ncccc1C(=O)Nc1c(-c2ccccc2)noc1C | -0.5 | 0.3 | -23.6 | -22.2 | -0.4 | -7.8 | -2.2 | -5.6
CC(C)(C)c1nc(Sc2ncc([N+](=O)[O-])s2)n[nH]1 | -4.0 | -12.2 | -26.5 | -2.5 | -0.6 | -6.9 | 0.8 | -31.1
CS(=O)(=O)NCc1ccc(Cl)cc1 | 2.7 | -4.8 | -33.6 | 14.0 | -0.1 | -6.0 | -4.1 | -1.3
COC(=O)c1c(C)oc(C)c1S(=O)(=O)Nc1ccccc1SCc1c(F)cccc1Cl | -0.2 | -14.2 | -3.8 | 5.0 | -0.4 | -10.5 | 1.4 | 13.1
COC(=O)c1ccc2nccnc2c1 | -2.1 | -4.6 | -57.7 | -1.5 | -0.2 | -5.7 | 2.4 | 0.7
Cc1cc(S(=O)(=O)Nc2ccc(F)c(Cl)c2)cc(C)c1F | 3.0 | -5.4 | -14.8 | -9.2 | -0.5 | -8.5 | 2.9 | -16.5
N#Cc1c(N)sc(=S)c2c1CCCC2 | -2.1 | 3.5 | -12.5 | -3.4 | -0.5 | -10.1 | 5.5 | 5.2
N#C/C(=N\Nc1ccc(OC(F)(F)F)cc1)C(=O)c1ccsc1 | 4.0 | -2.2 | -1.6 | -1.1 | 1.1 | -10.3 | 10.5 | 106.8*
O=C(CCN1CCN(C(c2ccccc2)c2ccccc2)CC1)c1ccccc1 | 5.3 | -3.4 | -9.6 | -11.1 | -0.7 | -4.3 | -3.0 | 1.1
CC(C)(C)S(=O)(=O)/C(C#N)=C/N1CCN(C(c2ccccc2)c2ccccc2)CC1 | 6.0 | -13.8 | -14.4 | -20.4 | -0.7 | -5.2 | -4.0 | 11.4
